EBNA-1 inh: blocks EBNA-1 binding to DNA; EBNA-1 DNA binding, fluorescence polarization; inhibition, % at 14.8 µM; 300,000 tested, 0.34% active; in the data active means inhibition above about 28%
MEP2 TOR yeast: modulators of TOR pathway MEP2-GFP in S. cerevisiae. S. cerevisiae MEP2-GFP strain, flow cytometry GFP, 3 h; 100% = DMSO control level. GFP response vs DMSO, % at 10 µM. 330,000 tested, 0.51% active. AID 2016;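 active means GFP response versus DMSO above a set limit, roughly screen mean plus 3 SD, cut at about 180% in these data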;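 further: median GFP fluorescence of the barcode-gated MEP2-GFP cells per well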
ZTA counter: ZTA (EBV) inhibition in EBNA-1 counter-screen; inhibition, % at 11 µM; AID 2234; 320,000 tested, 0.15% active; ZTA-DNA binding, fluorescence polarization; P03206; in the data active means inhibition above about 33%
proCasp7 act: activates human procaspase-7, counter-screen for procaspase-3 activators; P55210; recombinant procaspase-7, Ac-DEVD-pNA absorbance 405 nm; D23A/D198A/D206A triple mutant, cannot self-cleave; scale: DMSO 0, 5 µM enzyme 100; activation, % at 8.5 µM; 330,000 tested, 0.093% active;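 active means percent activation above the screen-wide mean plus 3 SD, cut at about 25% in these data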
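Replicates: singlicate. Assay system: Procaspase-7 triple mutant (PC-7 D3A). Signal: 405 nm absorbance of p-nitroaniline. Times: 1 h preincubation, 2 h reaction. Buffer or medium: Zinc-free HEPES pH 7.4 with 300 mM NaCl, 0.01% Triton X-100. Also added: DEVD-pNA substrate. Benchmarks: DMSO wells as 0%, DMSO with 5 µM added PC-7 as 100%.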
proCasp3 act: activates human procaspase-3; recombinant procaspase-3 D3A, Ac-DEVD-pNA absorbance 405 nm; activation, % at 8.5 µM; 330,000 tested, 0.11% active;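 active means activation above the mean of all tested compounds plus 3 SD, cut at about 21% in these data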;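 further: 0% = DMSO alone and 100% = DMSO wells spiked with extra 5 µM PC-3 D3A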
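Technique: 405 nm absorbance of p-nitroaniline, reads at 0 and 120 min; Test system: Procaspase-3 D3A mutant; Incubation: 1 h enzyme-compound preincubation, then 2 h substrate reaction, 25 °C; Repeats: singlicate, each compound tested once; Benchmarks: low control DMSO wells, high control DMSO plus 5 µM PC-3 D3A.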
RPL19A TOR yeast: alters RPL19A-GFP fluorescence in TOR pathway yeast screen | percent response vs DMSO, % at 10 µM | 330,000 tested, 0.3% active | AID 2025 | S. cerevisiae RPL19A-GFP strain, flow cytometry, 3 h; active compounds read low;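 active means percent response vs DMSO below 50%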;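 further: median channel GFP fluorescence of the barcoded RPL19A-GFP strain; ratio of sample median GFP to plate DMSO average so 100% = DMSO; lower means less RPL19A-GFP as with rapamycin TOR inhibition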
LAP4 TOR yeast: modulators of TOR pathway LAP4-GFP in S. cerevisiae; GFP response vs DMSO, % at 10 µM; 320,000 tested, 0.34% active; S. cerevisiae LAP4-GFP multiplex, flow cytometry GFP, 3 h; median GFP as percent of DMSO wells;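 active means GFP response vs DMSO above a set limit, about the screen mean plus 3 SD, cut at about 150% in these data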
AHR act: activators of human aryl hydrocarbon receptor; AHR-responsive luciferase reporter cells, luminescence; activation, % at 5 µM; 320,000 tested, 2.5% active; in the data active means activation above about 47%;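 further: 0% = vehicle wells and 100% = reference agonist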
* = called active by the depositor; x = no result given; [ ] = another dose, or the depositor's remark.

Start of the data: the first four entries, ahead of the listing:
SMILES	EBNA-1 inh	MEP2 TOR yeast	ZTA counter	proCasp7 act	proCasp3 act	RPL19A TOR yeast	LAP4 TOR yeast	AHR act
COc1ccc(C(=O)Oc2cccnc2)cc1OC	3	100	0	-9	-6	101	88	-3
Cc1ccc(OCC(=O)N2c3ccccc3CC2C)c([N+](=O)[O-])n1 (stereo unspecified)	3	111	-17	8	4	111	108	-1
CCOc1ccc(NC(=O)CSc2nccn2C)cc1	-19	97	-3	-3	10	94	93	2
Cc1ccc(-n2ncc3c(NNC(=O)Cc4ccccc4)ncnc32)cc1	4	x	-1	-1	-2	x	x	4

This part in full, repeating the preview:
SMILES	EBNA-1 inh	MEP2 TOR yeast	ZTA counter	proCasp7 act	proCasp3 act	RPL19A TOR yeast	LAP4 TOR yeast	AHR act
COc1ccc(C(=O)Oc2cccnc2)cc1OC	3	100	0	-9	-6	101	88	-3
Cc1ccc(OCC(=O)N2c3ccccc3CC2C)c([N+](=O)[O-])n1 (stereo unspecified)	3	111	-17	8	4	111	108	-1
CCOc1ccc(NC(=O)CSc2nccn2C)cc1	-19	97	-3	-3	10	94	93	2
Cc1ccc(-n2ncc3c(NNC(=O)Cc4ccccc4)ncnc32)cc1	4	x	-1	-1	-2	x	x	4
COc1ccc(NC(=O)Cc2ccc(Cl)c(Cl)c2)cn1	6	118	11	-1	7	97	123	-2
O=c1cc(CO)occ1OCc1cccc(C(F)(F)F)c1	6	96	12	12	-6	100	96	3
CCOc1ccc(-c2noc(COC)n2)cc1OC	-1	105	7	6	2	101	99	11
COc1ccc(CNc2oc(COc3ccccc3Cl)nc2C#N)cc1	3	92	12	-23	-16	97	104	4
Cc1nc(NCc2ccccc2)[nH]c(=O)c1CCC(C)C	11	104	-2	12	9	96	100	4
C=C(C)Cn1c(-c2ccccc2)nc2ccccc21	-7	105	-12	1	4	102	104	3
Cn1cc(/C=C/C(=O)N2CCCC(C(=O)c3ccc(C(F)(F)F)cc3)C2)cn1 (stereo unspecified)	-4	105	-4	-1	6	105	95	2
COc1ccc(NC2=NCC(=O)N2c2ccccc2F)c(OC)c1	-1	98	-5	-4	2	94	93	3
COc1ccc(C(CC(=O)N2CCOCC2)C(C)C)cc1 (stereo unspecified)	3	90	-13	13	-2	92	89	2
COc1ccc(C(=O)/C=C/c2ccccc2F)c(OC(=O)c2ccc([N+](=O)[O-])cc2)c1	-4	105	-8	7	8	99	101	23
O=C(CN(Cc1ccco1)C(=O)CNS(=O)(=O)c1ccccc1)NCc1ccccc1	4	98	-3	-8	5	99	91	2
CC1CCN(S(=O)(=O)c2ccc3[nH]cc(C(=O)NCCN4CCOCC4)c(=O)c3c2)CC1	-2	95	-1	10	9	93	87	-1
COc1ccc(-c2csc(NC(=O)c3cc(C)oc3C)n2)cc1OC	-12	103	2	-8	3	105	110	-4
COCCOCCOCCC(=O)NC1CC2CCC1(C)C2(C)C (stereo unspecified)	10	97	0	5	-1	101	100	0
COc1cccc(COc2nc3c(c(=O)n(C)c(=O)n3C)n2C)c1	6	96	6	5	-3	92	99	32
FC(F)(F)c1cccc(CN2CCN(c3ncccn3)CC2)c1	1	101	10	9	6	99	115	-2
CCOC(=O)c1c(C)oc2ccc(OCC(=O)N(CC)CC)cc12	4	105	-5	4	-3	101	98	41
CC1(c2nnc(-c3cccc(Cl)c3)o2)CC(c2cccnc2)=NO1 (stereo unspecified)	8	89	-7	7	0	95	108	-1
CCN(C(=O)c1ccc2c(c1)OCO2)C12CC3CC(CC(C3)C1)C2	x	109	x	8	-8	107	107	2
COc1ccc(-c2cc(C(=O)Nc3cc(C)on3)c3ccccc3n2)c(OC)c1	-7	91	2	-4	5	97	90	12
O=C(Nc1ccc2c(c1)CCC2)c1ccc(Br)s1	0	97	-13	16	-7	91	93	12
CCOC(=O)N1CCN(C(=O)/C(=C/c2ccccc2OC)NC(=O)c2ccccc2)CC1	0	102	17	3	4	102	103	-1
OC1CCCN(C(=S)Nc2ccc(SC(F)F)cc2)C1 (stereo unspecified)	-2	99	5	-7	-9	102	101	9
CC1CCN(C(=O)CN(Cc2ccc(Cl)cc2)S(C)(=O)=O)CC1	-5	109	-12	1	1	114	101	-1
Brc1ccc(-c2ncc(-c3ccccc3)cn2)cc1	2	102	19	1	0	97	121	1
CCN(CC)S(=O)(=O)c1cc(NC(=O)c2n[nH]c(=O)c3ccccc23)ccc1C	-18	145	-11	3	0	90	138	2
O=C(CN1CCCc2ccccc21)NCCc1ccc(F)cc1	11	101	20	-1	2	98	102	1
CCOC(=O)Nc1ccc(Oc2ccccc2)cc1	2	97	10	1	4	91	131	1
Cc1ccccc1Nc1nc(N)nc(CSc2ccc(F)cc2)n1	-6	101	9	9	2	95	91	19
O=S(=O)(NCCOCCNS(=O)(=O)c1ccccc1)c1ccccc1	-2	101	3	0	0	103	101	4
CC(C)N(Cc1nc(-c2ccccc2)no1)C(=O)c1ccc(Br)o1	2	103	-1	5	6	101	101	0
COc1ccc(NC(=O)CNCCC2=CCCCC2)cc1	-7	103	-1	-5	3	97	93	4
Cc1cccc(N/C=C/C(=O)c2ccc(Cl)cc2)c1	0	89	-1	-19	-14	82	x	-4
O=C1C[C@H](c2ccc(O)cc2)Oc2cc(O[C@@H]3O[C@H](CO)[C@@H](O)[C@H](O)[C@H]3O)cc(O[C@@H]3O[C@H](CO)[C@@H](O)[C@H](O)[C@H]3O)c21	x	92	x	16	-5	96	88	1
COc1ccc(CCNC(=O)CCCC(=O)n2nc(C)c3ccccc32)cc1OC	-8	107	2	5	10	99	94	3
COc1ccccc1NC(=O)CSc1nnc(Cn2nnc(-c3ccccc3)n2)n1-c1ccccc1	-12	98	-1	4	-10	95	85	-1
Cc1coc2c(C)c3oc(=O)c(CCC(=O)N4CCC(C(=O)NCCCC(=O)O)(c5ccccc5)CC4)c(C)c3cc12	-2	111	7	-1	4	102	102	0
CCN(CC(=O)Nc1ccccc1C(F)(F)F)C(=O)/C=C/c1ccc(Cl)c([N+](=O)[O-])c1	-2	103	2	-1	0	96	102	3
CCCCc1ccc(NC(=O)CSc2nc(=O)n(CCCN3CCOCC3)c3c2CCC3)cc1	-10	108	2	-2	-14	98	106	1
O=C(COc1ccc2ccccc2c1)Nc1nnc(-c2ccco2)s1	11	93	12	4	4	96	102	0
Cc1cc(C)n(C(CC(=O)N2CCc3ccccc3C2)C(=O)O)n1 (stereo unspecified)	6	101	22	0	0	104	106	10
CCOc1ncccc1C(=O)OCC(=O)N1CCN(S(=O)(=O)c2ccc(Cl)cc2)CC1	5	104	6	-3	6	99	102	1
Cc1ccc2c(Cl)cc(Cl)c(OCC(=O)NCCc3ccccn3)c2n1	-6	97	1	13	-10	101	71	17
Cc1cc(CNC(=O)C(C)n2nc(C)c([N+](=O)[O-])c2C)c2ccccc2n1 (stereo unspecified)	-4	99	1	-5	4	97	101	-1
O=C(Oc1ccc2c3c(c(=O)oc2c1)CCCC3)c1cccs1	-3	94	9	-3	6	101	102	-5
CCN(CC)CCCN1C=C2C(=O)C(C)(OC(=O)C3CCCC3)C(=O)C=C2C=C1c1ccsc1 (stereo unspecified)	9	101	-25	7	-3	110	108	7
COc1ccc(Nc2nnc(SC(C(=O)Nc3ccc(OC)c(Cl)c3)c3ccccc3)s2)cc1 (stereo unspecified)	1	101	-1	-9	-5	94	91	5
S=C(NCC1CC1)N/N=C/c1ccccc1Cl	-1	103	-10	5	-1	98	132	5
CCOc1cc(C(=O)NCCN2CCOCC2)cc(OCC)c1OCC	13	96	9	6	6	89	91	0
CCN(CC)c1ccc(NC(=O)c2cccnc2)cc1	-5	109	-7	-1	-4	100	104	0
Cn1c(=O)c(C(=O)NC2CCCCCCC2)c(O)c2ccccc21	8	101	-4	6	2	102	96	7
COc1cccc(OC)c1C(=O)NC(=S)N1CCOCC1	-5	98	-2	-7	-3	83	85	4
CN(C)c1nc(C(F)(F)F)cc(=O)[nH]1	-8	106	6	2	-7	102	85	1
Cc1ccc(N2C(=O)N(c3ccc(C)cc3)C3CS(=O)(=O)CC32)cc1 (stereo unspecified)	6	90	-11	5	-5	96	93	1
CCCS(=O)(=O)c1nc(S(=O)(=O)c2ccc(C)cc2)c(N2CCC(C)CC2)s1	7	108	11	8	10	106	99	-1
Cc1cccc(C)c1NC(=O)COC(=O)C1CC1	x	92	5	0	20	89	91	1
The listing continues:
SMILES	EBNA-1 inh	MEP2 TOR yeast	ZTA counter	proCasp7 act	proCasp3 act	RPL19A TOR yeast	LAP4 TOR yeast	AHR act
COc1ccc(-c2cc(C(=O)NCC3CCCO3)c3ccccc3n2)c(OC)c1 (stereo unspecified)	1	97	6	0	2	97	104	5
CCOc1[nH]n(-c2ccc(Cl)cc2)c(=O)c1C=NCc1cccnc1	9	96	-1	-12	6	102	85	56*
OC(CN1CCOCC1)c1ccc(F)cc1 (stereo unspecified)	0	101	-15	-2	7	106	91	-2
CC(=O)c1ccc2c(c1)OCCOCCOCCO2	2	575*[may fluoresce violet]	6	-11	-10	47*[may fluoresce violet]	97[may fluoresce violet]	1
CC1=C(C(N)=O)C(c2ccc3c(c2)OCO3)n2nc(-c3cccc(C)c3)nc2N1 (stereo unspecified)	0	106	-28	12	2	105	104	5
Cc1cc(C)c(NC(=O)CSc2nnc(Cc3cccn3C)n2-c2ccc(F)cc2)c(C)c1	-2	108	-13	1	5	102	107	4
O=C(Nc1ccccc1)N1C(=O)C2(OCCO2)c2ccccc21	-7	97	1	-2	-7	91	92	1
COc1ccc(CCNC(=O)COC(=O)c2ccc(F)c(S(=O)(=O)N3CCOCC3)c2)cc1	x	104	14	8	-7	100	101	-1
O=C(CN1C(=O)NC2(CCc3ccccc32)C1=O)Nc1cc(C(F)(F)F)ccc1N1CCOCC1 (stereo unspecified)	1	100	9	-14	16	100	101	-1
Cn1nc(-c2ccc(Cl)cc2)c2cc(C(=O)NCCN3CCOCC3)sc21	7	103	-13	1	0	103	102	50*
CNCC/C=C1/c2ccccc2CSc2ccccc21	3	88	-5	-7	1	96	100	-1
COCCN(Cc1cc2cc3c(cc2n2nnnc12)OCO3)C(=O)c1ccccc1F	-5	93	-6	-1	-4	91	94	5
COCCn1c(SCC(=O)Nc2cccc(C)n2)nnc1-c1ccco1	-2	97	7	-10	-3	97	101	4
COc1ccc(-n2cc(CNCC3CC(=O)N(C4CC4)C3)c(-c3ccccc3Cl)n2)cc1 (stereo unspecified)	0	91	-11	10	-2	98	85	-1
O=C(CSCc1c(Cl)cccc1Cl)NCc1cccnc1	3	92	-2	1	0	98	93	1
COc1ccc(OC)c(C(c2c(O)nc(SC)[nH]c2=O)c2c(O)nc(SC)[nH]c2=O)c1	0	101	0	-3	8	101	96	-3
CSc1nnc(NC(=O)C2CCCCC2)s1	5	97	-2	2	3	100	121	1
COC(=O)c1nnn(CC(=O)Nc2cc(Cl)ccc2C)c1C(=O)OC	5	88	15	10	5	96	96	0
CCn1cc(CN2CCN(Cc3cccc(OC)c3)C(CCO)C2)c(C)n1 (stereo unspecified)	-7	103	-12	-2	7	106	89	3

Random excerpt: three compounds from above.
SMILES	EBNA-1 inh	MEP2 TOR yeast	ZTA counter	proCasp7 act	proCasp3 act	RPL19A TOR yeast	LAP4 TOR yeast	AHR act
O=C(CSCc1c(Cl)cccc1Cl)NCc1cccnc1	3	92	-2	1	0	98	93	1
COC(=O)c1nnn(CC(=O)Nc2cc(Cl)ccc2C)c1C(=O)OC	5	88	15	10	5	96	96	0
CCn1cc(CN2CCN(Cc3cccc(OC)c3)C(CCO)C2)c(C)n1 (stereo unspecified)	-7	103	-12	-2	7	106	89	3
